Assay outcomes: PubChem BioAssay, National Center for Advancing Translational Sciences (NCATS)
Tb PFK inh = blocks T. brucei phosphofructokinase | O15648 | AID 485367 | T. brucei PFK, ADP-Glo luminescence | 330,000 tested, 0.17% active | Potency, µM (highest dose often 57.5 µM), without a hit: top-dose activity, negative = inhibition, actives largely listed as inhibitors;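 note: potency is the fitted concentration of half-maximal effect; 0% = uninhibited 1x PFK enzyme wells and -100% = no-enzyme wells; nearly all actives have a fitted effect of over 60% in size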
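In TEA buffer at pH 8.0 with 5 mM MgCl2, enzyme (1.25 nM) converted F6P (0.5 mM) and ATP (0.1 mM) for 45 min at room temperature. ADP product was read by luciferase luminescence.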
ELG1 genotoxic = inducers of genotoxicity in HEK293T ELG1-luciferase cells; 330,000 tested, 1.3% active; HEK293T ELG1-luciferase reporter, luminescence, 16 h; Potency, µM (top dose mostly 46 µM), without a hit: at the top dose activity change, positive = activation, actives largely listed as activators; note: potency is the fitted concentration of half-maximal effect; % of control where 0% means no effect; nearly all actives have a fitted effect of over 60% in size
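Quantitative HTS format in 1536-well plates. HEK293T ELG1-luciferase reporter cells receive test compound and are incubated 16 hr at 37 °C, 5% CO2; ONE-Glo added, 30 min room temperature, then luminescence read.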
RORg inh = ROR gamma (mouse) transcription inhibition. Potency, µM (titrated, usually from 53.6 µM), for inactives: at the top dose activity change, negative = inhibition, most hits filed as inhibitors. Drosophila S2 Gal4-RORgamma UAS-luciferase reporter, 20 h. P51450. 310,000 tested, 5.4% active; note: potency is the fitted concentration of half-maximal effect; % is set by controls: 0 for no effect and ±100 for the full control effect; nearly all actives have a fitted effect of over 60% in size
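A Gal4/UAS one-hybrid system in insect cells: metallothionein-promoter Gal4–ROR gamma fusion plus Photinus luciferase reporter. Copper sulfate 700 uM final, 20 hr ambient incubation, luminescent detection after 10 min with reagent.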
Rab9 prom act = Rab9 promoter activation | Huh7 Rab9 promoter-luciferase reporter, luminescence, 24 h | Potency, µM (titrated, usually from 9.22 µM), for inactives: at the highest dose activation, negative = inhibition, hits mostly activators | 320,000 tested, 2.8% active | AID 485297; note: potency is the fitted concentration of half-maximal effect; % of control where 0% means no effect; nearly all actives have a fitted effect of over 60% in size
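Luminescence from Amplite-detected luciferase (10 minutes, ambient) reports Rab9 promoter activation. Before that, stable Rab9-luciferase Huh7 cells (1500/well, reduced-serum OP-MEM I plus 10% FBS) were exposed to compound for 24 hours at 37C.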
BRCA1 expr up = increases BRCA1 expression; 380,000 tested, 1.1% active; Potency, µM (titrated, usually from 46.1 µM), for the others: at the top dose activation, usual class: activators; MCF7-BRCA1-FFLuc reporter, luminescence, 48 h; response scale: scaled: vehicle 0%, 10 µM genistein 100%; note: potency is the fitted concentration of half-maximal effect; nearly all actives have a fitted effect of over 80% in size; some results filed as inactive show a strong effect at the top dose
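48 h compound treatment of MCF7-BRCA1-FFLuc cells (phenol-red free MEM, 37 °C), then 15 min with luciferase substrate and luminescence imaging.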
VP16 counter = counter-screen for ROR gamma inhibitors: Gal4-VP16 reporter; 310,000 tested, 3.5% active; Drosophila S2 Gal4-VP16 UAS-luciferase, luminescence, 20 h; AID 2546; Potency, µM (top dose mostly 53.6 µM), for inactives: at the highest dose activity, negative = inhibition, actives largely listed as inhibitors;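 note: Gal4-VP16 expression switched on by copper sulfate through the metallothionein promoter; potency is the fitted concentration of half-maximal effect; % is set by controls: 0 for no effect and ±100 for the full control effect; nearly all actives have a fitted effect of over 50% in size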
TRPV1 agonist = agonists of human vanilloid receptor 1 (TRPV1). AID 540275. Q8NER1. activation, % at 8.33 µM. TRPV1-expressing cells, Fluo-8 calcium influx, agonist mode. 320,000 tested, 0.19% active; in the data active = activation above about 80%; inconclusive = between about 30% and that limit; note: 0% is about no effect
Target sequence (Q8NER1 whole entry, looked up): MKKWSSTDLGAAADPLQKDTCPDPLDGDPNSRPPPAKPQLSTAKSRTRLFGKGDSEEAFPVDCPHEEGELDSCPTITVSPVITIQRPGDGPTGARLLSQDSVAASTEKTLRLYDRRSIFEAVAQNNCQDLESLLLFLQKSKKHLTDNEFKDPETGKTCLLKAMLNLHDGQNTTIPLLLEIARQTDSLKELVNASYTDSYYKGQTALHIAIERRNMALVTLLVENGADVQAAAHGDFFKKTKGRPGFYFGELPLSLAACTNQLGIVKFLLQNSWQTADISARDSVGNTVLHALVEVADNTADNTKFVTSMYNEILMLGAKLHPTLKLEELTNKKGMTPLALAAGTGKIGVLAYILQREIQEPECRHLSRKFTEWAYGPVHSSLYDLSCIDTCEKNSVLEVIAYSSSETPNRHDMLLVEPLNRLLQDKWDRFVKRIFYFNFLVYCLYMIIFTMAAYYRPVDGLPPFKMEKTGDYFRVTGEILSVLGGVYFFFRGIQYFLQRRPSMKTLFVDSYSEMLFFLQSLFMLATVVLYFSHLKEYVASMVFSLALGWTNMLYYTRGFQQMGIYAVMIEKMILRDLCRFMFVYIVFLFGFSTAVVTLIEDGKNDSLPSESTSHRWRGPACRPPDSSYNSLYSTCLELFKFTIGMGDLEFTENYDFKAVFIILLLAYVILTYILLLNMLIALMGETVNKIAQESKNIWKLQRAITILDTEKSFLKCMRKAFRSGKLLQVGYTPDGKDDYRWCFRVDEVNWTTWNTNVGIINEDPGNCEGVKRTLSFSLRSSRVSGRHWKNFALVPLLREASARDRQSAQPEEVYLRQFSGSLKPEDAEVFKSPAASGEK
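Cells expressing TRPV1 were dye-loaded with Fluo-8 and read kinetically: 10 s baseline, 3 min after compound (agonist portion), then 2 min after EC20 capsaicin (allosteric enhancer portion). Calcium-bound dye fluorescence at 480/520 nm.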
FLuc modulator = inhibits or activates purified firefly luciferase, miR-21 counter-screen; AID 588342; P08659; Potency, µM (doses to about 57.5 µM), for the others: top-dose activity change, negative = inhibition, actives largely listed as inhibitors; 360,000 tested, 6.9% active; purified FLuc, Km substrates, luminescence inhibition;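 note: potency is the fitted concentration of half-maximal effect; plate controls were vehicle for no effect and reference inhibitor for full effect; nearly all actives have a fitted effect of over 55% in size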
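Purified P. pyralis luciferase (10nM final) with 10uM D-luciferin and 10uM ATP (Km levels) in 50mM Tris acetate pH 7.5, 10mM Mg acetate, 0.01% Tween-20, 0.05% BSA; qHTS 6-point titration, ~60 µM downward; luminescence read.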
ELG1 DNA repair = blocks ELG1-dependent DNA repair in HEK293T cells; Potency, µM (doses to about 46.1 µM), inactives show top-dose activity change, negative = inhibition, actives largely listed as inhibitors; AID 504467; 330,000 tested, 2.3% active; HEK293T ELG1-luciferase reporter, luminescence, 16 h; DNA damage induced by 5-fluorouridine; note: potency is the fitted concentration of half-maximal effect; % is set by controls: 0 for no effect and ±100 for the full control effect; nearly all actives have a fitted effect of over 55% in size
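Quantitative HTS, concentration-response format. 2,000 cells/well co-treated with 5-fluorouridine and compound, 16 hr in 5% CO2 at 37 °C; ONE-Glo luminescence read after 30 min.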
p53 reactivator = mutant p53 re-activation in reporter cells. H1299 p53-A138V BP100-luciferase reporter, luminescence, 24 h. Potency, µM (titrated, usually from 92.2 µM), without a hit: at the highest dose activity change, positive = activation, most hits filed as activators. 320,000 tested, 0.063% active; note: potency is the fitted concentration of half-maximal effect; % of control where 0% means no effect; nearly all actives have a fitted effect of over 45% in size
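p53-null H1299 cells stably carrying temperature-sensitive p53-A138V and a BP100-luciferase reporter were pinned with compounds (4-point, 1:5 series) and held 24 hrs at 37 deg C. Luminescence was read 10 min after detection reagent.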
NPC1 prom act = activators of NPC1 promoter; Potency, µM (series often up to 9.22 µM), for the others: top-dose activation, usual class: activators; 320,000 tested, 2.4% active; Huh7 NPC1 promoter luciferase reporter, 24 h;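 note: potency is the fitted concentration of half-maximal effect; % of control where 0% means no effect; nearly all actives have a fitted effect of over 60% in size; reporter is driven by a mutant NPC1 promoter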
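Compounds in DMSO were transferred onto Huh7 NPC1-luciferase reporter cells pre-incubated 2 h; after 24 h at 37 °C, Amplite reagent was dispensed and luminescence recorded 10 min later.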
Numbers without * were called inactive; ? = inconclusive; . = not tested or not shown. Unless noted, calls come from the whole dose curve; as a rule, active = well fitted curve in the direction sought with a large enough effect; inconclusive = small, poorly fitted or top-dose-only effect, or another doubt; inactive = no such curve, though single readings can be large; an effect the other way counts as inactive or inconclusive.

SMILES | Tb PFK inh | ELG1 genotoxic | RORg inh | Rab9 prom act | BRCA1 expr up | VP16 counter | TRPV1 agonist | FLuc modulator | ELG1 DNA repair | p53 reactivator | NPC1 prom act
Cc1ccc2cc(CN(CC3CCCO3)C(=O)NC3CCCCC3)c(=O)[nH]c2c1C (centres undefined) | 1% | 3% | 3.2µM* | 1% | -30% | ? | ? | 3% | ? | 3% | -5%
COc1ccc(NC(=O)c2ccc(NC(=O)c3ccco3)cc2)c(OC)c1 | 2% | -5% | 7% | 13% | -8% | 4% | 3 | -3% | -24% | -9% | -2%
Cc1cc(C(c2ccc(O)cc2)c2cc(C)c(O)cc2C)c(C)cc1O | 3% | -2% | -1% | 4% | -31% | -3% | 1 | 1% | 7% | . | -1%
COc1cccc(-n2nc3c(=O)n(Cc4ccccc4Cl)nc(C)c3c2C)c1 | 10% | 5% | 11% | 1% | -16% | 3% | -3 | 1% | 0% | 11% | -3%
Cc1ccc(N(Cc2cc(=O)[nH]c3ccccc23)C(=O)CCl)cc1 | -2% | -4% | 16µM* | -3% | -52% | ? | -1 | 4% | -18% | -15% | 2%
C=CCSc1nnc(CNC(=O)c2ccc(Cl)cc2)n1CC | 3% | -5% | -8% | -3% | 3% | 3% | -1 | 5% | -9% | -4% | -3%
CC(C)(C)OC(=O)N1CCC[C@@H]1CO | -11% | -3% | 2% | 9% | 15% | 5% | 2 | -2% | 14% | 4% | 1%
CCOC(=O)c1ccc(-c2ccc(-c3cc(=O)oc4cc(OC)c(OC)c(OC)c34)cc2)cc1 | -5% | 15% | 4% | . | 17% | -7% | . | . | -4% | 6% | .
CC1=NN(C(=O)c2ccccc2Br)C(O)(c2ccc(Cl)cc2)C1 (centres undefined) | -2% | 2% | 4µM* | -2% | -12% | 8.9µM* | 0 | 6% | -5% | -20% | -1%
CCCCn1c(SCC(=O)NC(C)(C)C)nnc1-c1ccco1 | 0% | 2% | 0% | 7% | 2% | -4% | 6 | 3% | -1% | -11% | -2%
CCn1c(CNC(=O)c2cc(OC)c(OC)c(OC)c2)cc2cc(C)ccc21 | 5% | 1% | 32% | -8% | -56% | ? | 5 | 2% | -24% | -6% | -3%
O=S(=O)(NCc1cccnc1)c1ccc2c(c1)OCCO2 | 0% | -6% | -38% | -1% | 3% | 0% | -3 | 0% | -18% | -7% | -1%
Cc1ccc(Cl)c2sc(NC(=O)C3=COCCO3)nc12 | 5% | ? | 39% | 5% | 39% | 17% | 7 | 19µM* | ? | 9% | -5%
Cc1cc(C)c2c(=O)c3c(oc2c1)C(=O)N(CCO)C3c1cccc(O)c1 (centres undefined) | 22% | 1% | -14% | 1% | 29% | ? | -1 | -11% | -9% | -5% | -1%
CCN(CC)S(=O)(=O)c1ccc(NC(=O)c2cc(C(=O)OC)cc([N+](=O)[O-])c2)cc1 | 7% | 0% | 24% | -3% | 1% | -19% | 0 | 1% | -1% | -2% | -2%
CC(OC(=O)COc1ccccc1[N+](=O)[O-])C(=O)Nc1ccc(N2CCOCC2)cc1 (centres undefined) | 2% | 25% | -5% | 14% | 14% | 8% | -5 | -7% | ? | 0% | 11%
CC(C)CCN1C(=O)c2ccc(C(=O)N3CCCCC3)cc2C1=O | -3% | 1% | . | -1% | -1% | . | ? | -5% | 22% | 5% | 2%
CCOC(=O)N1CCN(C(=O)C2CCN(S(=O)(=O)c3c(C)cc(C)cc3C)CC2)CC1 | 0% | -1% | -32% | -6% | 0% | -3% | 0 | 0% | ? | 0% | 1%
CCc1nc(N2CCOCC2)c(C#N)c2c1CCCC2 | -11% | 1% | -15% | -4% | -2% | 1% | 6 | 3% | -1% | 6% | -4%
CCCn1nc2cc(C(=O)NCc3ccccc3OC)ccc2c1OCC | -1% | 0% | -7% | 2% | 1% | 4% | -1 | -7% | 12% | -6% | -2%

Quoted at random: two compounds from above, in no set order.
SMILES | Tb PFK inh | ELG1 genotoxic | RORg inh | Rab9 prom act | BRCA1 expr up | VP16 counter | TRPV1 agonist | FLuc modulator | ELG1 DNA repair | p53 reactivator | NPC1 prom act
CCn1c(CNC(=O)c2cc(OC)c(OC)c(OC)c2)cc2cc(C)ccc21 | 5% | 1% | 32% | -8% | -56% | ? | 5 | 2% | -24% | -6% | -3%
CCc1nc(N2CCOCC2)c(C#N)c2c1CCCC2 | -11% | 1% | -15% | -4% | -2% | 1% | 6 | 3% | -1% | 6% | -4%

New compounds follow
SMILES | Tb PFK inh | ELG1 genotoxic | RORg inh | Rab9 prom act | BRCA1 expr up | VP16 counter | TRPV1 agonist | FLuc modulator | ELG1 DNA repair | p53 reactivator | NPC1 prom act
CCOC(=O)C1(Cc2cccc(OC)c2)CCN(C(C)COC)CC1 (centres undefined) | -11% | -1% | -4% | 1% | 17% | -19% | 0 | 0% | 4% | -1% | -1%
COc1ccccc1N1CC(C(=O)OC(C)C(=O)N2CCCc3ccccc32)CC1=O (centres undefined) | -1% | -4% | 22% | -2% | -21% | -10% | -2 | 2% | -4% | 2% | -1%
CS(=O)(=O)c1ccccc1-c1nnc(NC(=O)Cc2ccccc2)o1 | 0% | 2% | 11µM* | 0% | ? | ? | -1 | 1% | -7% | -4% | 0%
CC1(C)C2CCC1(CS(=O)(=O)N1CCCc3ccccc31)C(=O)C2 (centres undefined) | 4% | 12% | 10% | -3% | -27% | -4% | ? | -16% | 12% | -4% | -4%
CC(C)c1nnc(NC(=O)COc2ccc3ccccc3c2)s1 | 7% | 7% | -6% | 1% | 19% | 5% | 1 | 3% | 13% | 10% | 1%
CC1CCCN(C(=O)c2ccc3nc[nH]c3c2)C1 (centres undefined) | 6% | 1% | 1% | -1% | 2% | 6% | 1 | 1% | 1% | -7% | 2%
O=C(O)c1cc(-c2ccccc2)on1 | 0% | 0% | 1% | 2% | 4% | 5% | 2 | 0% | 2% | 5% | -3%
Cc1ccc(-n2nc(C(=O)O)cc2-c2ccccc2)cc1 | -1% | 10% | 0% | -9% | 3% | 0% | -1 | -1% | 11% | -4% | -2%
COc1ccc(Cn2c(=O)[nH]c3cc(C(=O)N4CCN(c5ccc(OC)cc5)CC4)ccc3c2=O)cc1 | -1% | -5% | 4% | -4% | -1% | -2% | 2 | 0% | -12% | 6% | -1%
Cc1cccc(-n2ncc3c(N4CC(C)CC(C)C4)ncnc32)c1 (centres undefined) | -5% | 2.6µM* | -38% | 1.6µM* | ? | ? | 3 | 5.4µM* | ? | ? | 2.2µM*
COc1cc(NC(=O)COc2ccc(F)cc2)nc(OC)n1 | -9% | -4% | -1% | -2% | 7% | 6% | 9 | 4% | -5% | 3% | 0%
COc1ccc(C2c3[nH]c4ccccc4c3CCN2C(=O)Cc2nonc2C)c(F)c1 (centres undefined) | -1% | 10% | -4% | ? | 4% | -8% | -1 | 4.8µM* | ? | ? | 20%
COc1ccc(N2CC(C(=O)N(CC(C)C)c3c(N)n(Cc4ccccc4)c(=O)[nH]c3=O)CC2=O)c(OC)c1 (centres undefined) | 10% | 0% | . | -5% | -12% | . | 2 | 7% | 23% | 4% | -4%
Cc1cccc(NC(=O)CCN2C(=O)C3C4CCC(C4)C3C2=O)c1C (centres undefined) | -2% | -1% | -17% | 9% | 3% | -2% | 0 | 0% | 4% | 2% | 1%
CC(=O)c1coc2ccc(OCC(=O)O)cc12 | -2% | 3% | -6% | 2% | 0% | -5% | -1 | 2% | 5% | -6% | 1%
O=[N+]([O-])c1ccc(C2=Nc3cc(Cl)ccc3OC2)cc1 | -1% | 17% | 4% | 21% | 6% | 3% | 1 | 15µM* | ? | 21% | 21%
CCOC(=O)Cn1c(=N)n(Cc2ccccc2F)c2ccccc21 | -1% | 1% | 21% | -3% | -5% | 2% | -3 | 5% | -8% | -6% | 1%
COc1cc(CN2CCC(n3nccc3NC(=O)C3CCOC3)CC2)ccc1F (centres undefined) | -2% | -2% | -29% | 0% | -4% | -15% | 3 | 5% | 5% | -1% | -3%
O=C(O)c1ccc(CSCc2c(F)cccc2Cl)o1 | 1% | 1% | -1% | 6% | -8% | -10% | 0 | -9% | 27% | -2% | 5%
Cc1cc2c(cc1C)C(c1ccsc1)CC(=O)N2 (centres undefined) | 9% | 7% | 15% | 3% | -9% | -1% | 0 | 3% | -26% | 1% | -3%
Cn1c(=O)c2c(nc(N3CCN(c4ccccn4)CC3)n2Cc2ccccc2Cl)n(C)c1=O | -3% | -1% | -6% | 3% | 5% | -12% | 9 | 2% | 1% | -1% | 2%
Cc1ccc2nc(NC(=O)c3ccc(-c4nc5ccccc5s4)s3)sc2c1 | 0% | 16µM* | 7.9µM* | -4% | 4% | 6% | -2 | 13µM* | ? | ? | -2%
